PHOSPHO1 block: inhibitors of human PHOSPHO1 phosphatase. Q8TCT1. recombinant PHOSPHO1, absorbance phosphatase assay. inhibition, % at 13.3 µM. hit rate 1.1% among 290,000. AID 1565; in the data active = inhibition above about 60%
Target sequence (Q8TCT1 whole entry, looked up): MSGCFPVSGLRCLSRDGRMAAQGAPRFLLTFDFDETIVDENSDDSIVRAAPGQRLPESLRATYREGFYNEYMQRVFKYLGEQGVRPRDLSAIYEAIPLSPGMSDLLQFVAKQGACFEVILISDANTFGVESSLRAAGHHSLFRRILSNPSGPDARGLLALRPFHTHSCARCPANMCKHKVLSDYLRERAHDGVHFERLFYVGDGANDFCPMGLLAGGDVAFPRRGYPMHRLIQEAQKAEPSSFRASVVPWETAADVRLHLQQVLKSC
GPR7 antag: blocks human GPR7 receptor signaling | inhibition, % at 4.4 µM | hit rate 1.1% among 290,000 | GPR7-expressing cells, fluorescence antagonist assay | P48145; in the data active = inhibition above about 16%, passing the limit was not always enough;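 also: cells stimulated with the agonist NPW; 0% = agonist with vehicle and 100% = vehicle without agonist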
Target sequence (P48145 whole entry, looked up): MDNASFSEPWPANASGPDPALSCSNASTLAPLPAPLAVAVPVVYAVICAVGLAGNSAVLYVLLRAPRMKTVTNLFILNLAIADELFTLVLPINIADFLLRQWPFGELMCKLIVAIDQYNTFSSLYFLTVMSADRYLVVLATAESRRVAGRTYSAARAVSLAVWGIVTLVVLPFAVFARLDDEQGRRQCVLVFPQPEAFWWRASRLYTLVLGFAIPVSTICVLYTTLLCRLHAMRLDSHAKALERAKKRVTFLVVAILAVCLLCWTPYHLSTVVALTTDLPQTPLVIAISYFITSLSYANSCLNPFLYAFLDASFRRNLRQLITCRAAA
DNA FID counter: counter-screen for HCV NS3 helicase inhibitors: DNA intercalator displacement; inhibition, % at 7.9 µM; hit rate 0.17% among 290,000; DNA fluorescent intercalator displacement, fluorescence; AID 1845; in the data active = inhibition above about 37%;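 also: 0% = vehicle and 100% = reference compound; higher means more ethidium bromide displaced from hairpin DNA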
V1aR counter: V1a receptor agonism, counter-screen for OXTR agonists. P37288. CHO-V1R cells, Fluo-8 calcium fluorescence, agonist mode; 0% DMSO, 100% 3 nM vasopressin. activation, % at 3 µM. hit rate 0.25% among 320,000;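 active = activation above the mean activation of all tested compounds plus 3 SD, per screening run, cut at about 20% in these data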;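 also: signal is peak over basal fluorescence ratio across a 100 second FLIPR read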
NS3 helicase inh: blocks Hepatitis C virus NS3 helicase unwinding. NS3 helicase DNA unwinding, Cy5 molecular beacon fluorescence. inhibition, % at 10.9 µM. hit rate 0.56% among 290,000;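 active = inhibition above the mean of all tested compounds plus 3 SD, set per campaign, cut at about 35% in these data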;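 also: 0% = DMSO wells and 100% = thioflavine S control wells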
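System: HCV NS3 helicase fragment; control set: DMSO and thioflavine S; technique: Cy5 fluorescence at 0 and 60 min, beacon hairpin quenching; reagent: beacon DNA duplex substrate plus ATP; replicates: singlicate; schedule: 1 h reaction at 25 °C, ATP-initiated; medium: MOPS buffer pH 6.5 with MgCl2, DTT, Tween20, BSA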
VIM-2 inh: blocks Pseudomonas aeruginosa VIM-2 metallo-beta-lactamase; hit rate 0.89% among 290,000; AID 1527; inhibition, % at 5.6 µM; purified VIM-2, nitrocefin hydrolysis, epi-absorbance fluorescence;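 active = inhibition above the mean of all tested compounds plus 3 SD, cutoff set per screening run, cut at about 7.5% in these data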;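 also: red hydrolysis product quenches plate fluorescence so inhibitors raise well fluorescence; 0% = enzyme with DMSO and 100% = DMSO without enzyme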
IMP-1 inh: inhibitors of Pseudomonas aeruginosa IMP-1 metallo-beta-lactamase; hit rate 0.45% among 290,000; AID 1556; inhibition, % at 5.6 µM; purified IMP-1, nitrocefin hydrolysis, epi-absorbance fluorescence;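 active = inhibition above the mean plus 3 SD of all compounds in the same screening run, cut at about 4.5% in these data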;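 also: 0% = IMP-1 with DMSO and 100% = DMSO wells lacking enzyme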
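System – purified recombinant IMP-1 beta-lactamase · Input – IMP-1 dispensed at 0.2 nM · Timing – 15 min preincubation plus 25 min reaction at 25 °C · Signal – Epi-absorbance fluorescence, 480 nm excitation, 530 nm emission · Measure – percent IMP-1 inhibition derived from blank-referenced optical density · Controls – Enzyme-plus-DMSO low control, enzyme-free DMSO high control · Replication – singlicate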
OXTR agonist: agonists of human oxytocin receptor; AID 2435; activation, % at 3 µM; CHO-OTR cells, Fluo-8 calcium fluorescence; normalized: DMSO 0%, oxytocin 100%; P30559; hit rate 0.32% among 320,000;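 active = activation above the mean of all tested compounds plus 3 SD, cutoff set per screening run, cut at about 20% in these data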;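 also: peak over basal fluorescence ratio from a 100 s FLIPR kinetic read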
Target sequence (P30559 whole entry, looked up): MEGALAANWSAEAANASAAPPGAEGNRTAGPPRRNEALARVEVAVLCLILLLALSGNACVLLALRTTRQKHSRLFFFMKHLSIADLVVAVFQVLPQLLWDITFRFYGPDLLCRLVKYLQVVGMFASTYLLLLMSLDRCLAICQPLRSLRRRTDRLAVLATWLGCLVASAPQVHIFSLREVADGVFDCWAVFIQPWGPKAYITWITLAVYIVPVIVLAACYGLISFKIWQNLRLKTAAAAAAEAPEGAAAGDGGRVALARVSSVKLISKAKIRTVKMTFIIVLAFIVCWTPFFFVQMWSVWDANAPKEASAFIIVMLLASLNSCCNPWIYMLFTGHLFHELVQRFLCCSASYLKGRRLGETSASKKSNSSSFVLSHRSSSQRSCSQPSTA
GalR3 antagonist: blocks the human galanin receptor 3; AID 651719; HEK293 GalR3-CNG cAMP membrane potential fluorescence; galR3 body fused to GalR1 C-terminus; hit rate 0.44% among 360,000; inhibition, % at 3 µM;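 active = inhibition above the screen-wide average plus 3 SD, cut at about 13% in these data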;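 also: forskolin and galanin both at EC90 stimulate the cells; cAMP rise reported by CNG channel membrane potential dye signal; 0% = forskolin plus galanin with DMSO and 100% = forskolin alone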
* = called active by the depositor; nt = no result given.

item	Compound	PHOSPHO1 block	GPR7 antag	DNA FID counter	V1aR counter	NS3 helicase inh	VIM-2 inh	IMP-1 inh	OXTR agonist	GalR3 antagonist
1	CCN(CC)CCCn1c(C)cc2c(c1=O)C(c1cccc(Cl)c1)C(C#N)=C(N)O2 (stereo unspecified)	32	-3	9	nt	-1	-3.0	-3.0	nt	-6
2	O=C(c1ccc(Cl)cc1)c1oc2ccccc2c1CS(=O)c1ccccc1 (stereo unspecified)	98*	0	-5	-1.2	-6	-1.6	-2.8	-1.4	-2
3	CCC(C)(C)c1ccc(OCC(=O)Nc2ccncc2)cc1	49	10	-2	11	-14	0.4	3.6	13	-3
4	CC1=NOC(=O)/C1=C\c1ccc(-c2ccc(Cl)cc2Cl)o1	-23	-10	3	nt	37*	-1.3	-1.8	nt	2
5	CNc1ncc(Cc2ccccc2)s1	12	16	1	1.1	5	-0.2	40*	0.1	4
6	CC(NC(=O)C12CC3CC(CC(O)(C3)C1)C2)c1ccc(Cl)cc1Cl (stereo unspecified)	15	-4	-30	0.4	-4	-0.8	-2.5	1.3	2
7	CCc1ccc(C(C)NC(=S)NC2CCCCC2)cc1 (stereo unspecified)	-2	-17	-31	nt	-3	-6.3	-2.8	nt	nt
8	CCOC(=O)c1cc2c(=O)n3ccccc3nc2n(CC2CCCO2)c1=NC(C)=O (stereo unspecified)	19	5	-13	0.2	5	-1.9	-1.7	-0.4	-2
9	CC(C)C(c1nnnn1C1CCCC1)N1c2ccccc2CC1C (stereo unspecified)	7	7	-2	-1.9	0	-0.3	-1.1	-1.8	-5
10	CN(Cc1cnccn1)Cc1cn(Cc2ccccc2)nc1-c1ccc2c(c1)OCO2	-2	-11	-2	0.0	6	-1.4	-1.1	0.3	-7
11	O=C(CCC1CCN(C(=O)c2ccccc2Cl)CC1)NCc1ccc(F)cc1	26	-12	-24	2.4	1	-1.3	-0.2	-0.8	-2
12	OC1CCN(Cc2nc(Cc3ccccc3Cl)no2)CC1	-6	-21	-1	-1.2	12	-2.0	-3.0	0.5	-2
13	COc1nc(N(C)C)nc(N(OC)S(=O)(=O)c2ccccc2Cl)n1	-19	-4	-18	0.3	-4	-2.4	-2.1	-1.1	-8
14	CC(Cc1cccnc1)NC(=O)c1ccccc1OC1CCN(S(C)(=O)=O)CC1 (stereo unspecified)	43	-18	-5	5.9	1	-1.6	-1.1	0.3	-4
15	COCCN(Cc1cccs1)S(=O)(=O)c1ccc(-c2ccc(=O)[nH]n2)s1	-52	-3	-25	3.3	2	-0.2	-1.1	2.6	26*
16	O=C(CN1C(=O)c2ccccc2S1(=O)=O)NCc1cccnc1	16	16	-4	0.2	-1	-2.9	-1.8	0.4	-8
17	O=C(Nc1ccccc1N1CCN(C(=O)c2ccccc2)CC1)c1cc(Br)ccc1Cl	11	5	-25	1.2	-18	0.1	-1.4	-0.9	1
18	CC(C)[C@H](NC(=O)N1CC(=O)Nc2ccccc21)C(=O)N[C@H](Cc1ccccc1)C(=O)O	34	-3	-37	0.9	-11	1.8	-1.4	1.5	-1
19	Cc1cccc(C2c3[nH]c4ccccc4c3CCN2C(=O)Cc2n[nH]c(C)n2)n1 (stereo unspecified)	14	-10	-13	0.1	22	-0.1	-1.2	-0.3	-4
20	CSCC[C@H](NC(=O)OC(C)(C)C)c1nnc(SCC(=O)Nc2ccc(C)cc2C)o1	18	6	-27	1.4	-11	-2.0	-1.5	-0.2	0

(listing goes on)
item	Compound	PHOSPHO1 block	GPR7 antag	DNA FID counter	V1aR counter	NS3 helicase inh	VIM-2 inh	IMP-1 inh	OXTR agonist	GalR3 antagonist
21	Cc1nn(Cc2ccc(C(=O)N3CCOCC3)o2)c(C)c1Br	26	2	-9	-0.2	-4	-2.8	-4.0	0.3	-2
22	CCC(C)[C@H](NC(=O)Nc1cccc(Cl)c1)C(=O)O (stereo partly specified)	-9	-2	0	-0.3	4	0.3	-3.7	0.0	1
23	COc1ccc(N2C(=O)CC(N(CCc3ccccc3)C(=O)c3ccccc3)C2=O)cc1 (stereo unspecified)	12	-9	-33	-0.4	-7	-1.8	-4.1	-1.5	4
24	O=S(=O)(N1CCOCC1)N1CCN(c2ccccc2F)CC1	0	6	-1	0.4	-3	0.8	-0.5	1.3	nt
25	CCN(C(=O)C1CCCN(c2nc(-c3ccc(OC)cc3)no2)C1)c1ccc(OC)cc1 (stereo unspecified)	18	-19	-44	-1.3	-30	-2.1	-1.9	-0.7	-1
26	O=C(O)c1cccc2c1C(=O)N(c1ccccc1)C2	nt	-7	1	1.3	-14	7.3	-1.7	-0.3	-11
27	O=Cc1ccc(N2Cc3ccccc3C2)cc1	36	-11	-2	-1.1	-6	0.0	0.0	-1.5	-4
28	COc1cc(C(=O)O/N=C(\N)c2ccncc2)cc(OC)c1OC	27	-4	-5	0.8	-1	1.8	-2.3	0.8	1
29	Cc1ccc(C(NC(=O)NN2CCN(C)CC2)C(Cl)Cl)cc1F (stereo unspecified)	40	-14	1	1.1	-8	-2.5	-2.0	0.7	-10
30	CN(C)S(=O)(=O)c1ccc(Cl)c(-c2nnc3n2CCCCC3)c1	20	10	-4	-0.2	-2	2.2	-1.1	-0.1	-6
31	Cc1nc2ccccn2c1C(=O)CSc1ccccc1	36	-15	-3	3.4	-6	-0.9	-2.8	2.4	-3
32	COc1ccc(C)cc1S(=O)(=O)NC(C)c1cnn(-c2ccccn2)c1C (stereo unspecified)	10	-3	2	-0.6	7	-0.5	-1.6	-0.2	-1
33	O=[N+]([O-])c1ccc(C=Nc2cccc3ccccc23)s1	41	15	1	1.0	22	2.9	-0.3	0.0	nt
34	COc1ccc(NC(=S)N2CCCC(CO)C2)c(OC)c1 (stereo unspecified)	11	5	-3	0.5	-5	-3.4	-2.3	1.4	-3
35	O=C(CSc1nc2ccc(Cl)cc2[nH]1)Nc1ccc2c(c1)CCC2	-18	-6	-4	0.8	-14	-1.4	-2.3	1.7	-2
36	COn1c(-c2ccccc2)nc2c1CCc1nonc1-2	15	-1	-5	-0.2	-11	-1.4	-1.4	-1.6	nt
37	O=C(c1ccc(NC2=NC3CS(=O)(=O)CC3S2)cc1)N(CCO)Cc1ccccc1 (stereo unspecified)	26	-16	-10	0.4	1	-0.6	-0.8	-0.2	3
38	CCOC(=O)CNC(=O)CSc1nnc(-c2ccccc2OC)n1CC	55	-2	-3	1.2	1	-2.4	-1.1	0.3	-4
39	Cn1c(CCc2ccccc2)nnc1SCC(=O)N1CCOCC1	1	-11	-6	0.0	3	-2.1	-2.7	0.5	-2
40	COc1ccc(C(=O)CC(=O)C(=O)Nc2ccc(Cl)cc2)cc1	31	16	-13	0.1	43*	-2.8	-3.4	-0.1	-7

(next part)
item	Compound	PHOSPHO1 block	GPR7 antag	DNA FID counter	V1aR counter	NS3 helicase inh	VIM-2 inh	IMP-1 inh	OXTR agonist	GalR3 antagonist
41	COc1ccc(-c2cc(C(=O)Nc3ccc(OC)cc3OC)no2)cc1	16	-9	-7	2.1	-15	0.8	1.2	0.9	1
42	Cc1ccc(-n2c(SCC(N)=O)nnc2-c2ccco2)cc1	34	-10	-13	0.9	9	1.3	-1.8	-0.9	-8
43	NC(=O)C[C@@H]1N[C@]2(C(=O)Nc3ccccc32)[C@@H]2C(=O)N(c3cc(C(F)(F)F)ccc3Cl)C(=O)[C@H]12	-2	-6	-14	-0.6	9	-0.3	-1.7	0.6	-6
44	Cc1ccc(S(=O)(=O)CCN2CCC(O)(c3ccccc3)CC2)cc1	34	-16	-7	-0.9	-15	-2.9	-1.6	-1.4	-11
45	CNC(=O)C(=O)Nc1ccc(C)cc1C	13	-15	-9	-0.7	-3	-1.0	-2.3	-0.2	-6
46	Cc1ccsc1/C=N/N1CCN(c2ccccn2)CC1	25	-8	-8	0.1	-2	-3.1	-3.0	-0.2	-1
47	CCOC(=O)c1cc(S(=O)(=O)NCC2CCN(Cc3cccc(C)c3)CC2)cn1C	53	2	24	0.5	-12	-2.0	-1.1	-1.6	-9
48	CC(=O)Nc1ccccc1C(=O)C(=O)Nc1ccc(F)c(Cl)c1	39	-9	1	-0.2	1	-1.2	-2.4	0.0	0
49	O=C(c1cc(-c2ccc(Cl)cc2)on1)N1CCOCC1	-7	3	-5	0.3	2	-3.0	-2.1	0.9	-5
50	COc1ccc2c(c1)[nH]c1c(=O)n(CCCn3ccnc3)cnc12	-4	-2	-4	0.1	3	14*	-3.8	0.0	-3
51	CCC(CC)NC(=O)c1cccc([N+](=O)[O-])c1C	16	3	-3	0.6	-3	-5.5	-1.8	-1.3	6
52	O=C(NC1CCCCCCC1)c1ccc(CNc2c(N3CCOCC3)c(=O)c2=O)cc1	-14	7	-22	-0.1	-9	-0.7	-3.0	0.9	3
53	Cc1ccc(OCCn2cc(/C=C/C(=O)O)c3ccccc32)cc1	23	-1	-29	nt	7	-3.5	-1.4	nt	-11
54	Cc1ccc(-n2c(SCC(=O)Nc3ccc4c(c3)OCO4)nnc2-c2cccs2)cc1	58	-6	-12	-0.1	2	-1.6	-3.9	-2.4	-3
55	COc1ccc(NC(=O)c2ccco2)cc1NC(=O)c1cccc(OC(C)C)c1	-5	-14	-30	-0.5	-5	-2.2	-1.6	-2.5	2
56	Cc1ccsc1-c1nc(CSCC(=O)N2CCN(c3ccccc3)CC2)c(C)o1	9	11	-38	5.1	-10	-2.8	3.2	2.8	nt
57	Cc1cccc(OCCC(=O)Nc2c(C)n(C)n(-c3ccccc3)c2=O)c1	-84	2	-18	0.0	8	0.9	-3.9	-1.1	4
58	COc1ccc(-c2cc(C(=O)NC3=NCCS3)c3ccccc3n2)cc1OC	13	16	-15	-0.5	-13	-1.6	-2.0	-0.3	-1

Outcome played no part in choosing rows, and some 4.3% of all compounds hit somewhere here.
